Screening data deposited in PubChem by NCI.
Growth percent in the NCI-60 one-dose screen (48 h, 10 µM unless noted): 100 = growth as untreated, 0 = no growth, -100 = all killed.
A549/ATCC – A549/ATCC NSCLC. actives 3.7% (n = 81,000)
M14 – M14 melanoma; AID 1794745; actives 6.2% (n = 80,000)
HOP-92 – HOP-92 NSCLC cells. AID 1794738. actives 6.3% (n = 71,000)
SK-MEL-5 – SK-MEL-5 melanoma; actives 6.4% (n = 80,000)
EKVX – EKVX NSCLC. actives 3% (n = 71,000)
HOP-62 – HOP-62 NSCLC. actives 3.9% (n = 80,000). AID 1794735
CCRF-CEM – CCRF-CEM leukemia; actives 7% (n = 77,000)
SK-MEL-28 – SK-MEL-28 melanoma; actives 4.1% (n = 81,000)
Numbers without * were called inactive; / = no result given; [ ] = another dose, or the depositor's remark. The calls were made as follows: active = growth percent below 10; inactive = the rest.

SMILES	A549/ATCC	M14	HOP-92	SK-MEL-5	EKVX	HOP-62	CCRF-CEM	SK-MEL-28
CCCCCCCCCCCCCCCc1ccc(OCC(O)CO)cc1 (stereo unspecified)	94	102	123	104	95	98	88	119
O=C(CCc1nnc2sc(-c3ccc(O)cc3)nn12)c1nc2ccccc2[nH]1	103	100	/	104	100	90	101	115
O=C(/N=c1\oc2ccccc2cc1-c1cc2ccccc2[nH]1)Nc1ccccc1	99	93	104	91	65	90	89	111
Cc1ccc2c(C(C[N+](=O)[O-])c3ccccc3)c(-c3ccccc3)[nH]c2c1 (stereo unspecified)	29[9.5 µM]	22[9.5 µM]	26[9.5 µM]	33[9.5 µM]	42[9.5 µM]	20[9.5 µM]	19[9.5 µM]	49[9.5 µM]
O=NN(Cc1cccnc1)Cc1cccnc1	97	107	94	100	/	111	99	110
O=C1O[C@H](CO)[C@@H]2[C@H]1[C@H]2C(=O)c1cccs1	100	/	99	97	97	105	/	108
COc1ccc2c(c1)OC(N)=C(C#N)C2c1ccc(F)c(F)c1 (stereo unspecified)	37	19	76	24	49	45	15	68
CC1NC(C)c2ccc3ccccc3c2O1 (stereo unspecified)	106	92	101	104	123	108	98	111
CC1(C)CC[C@]2(C(=O)NCCNCCN)CC[C@]3(C)C(=CC[C@@H]4[C@@]5(C)CCC(=O)C(C)(C)[C@@H]5CC[C@]43C)[C@@H]2C1	33	-63*	40	88	95	70	-18*	39
CC1(C)N=C(N)N=C(N)N1c1cccc(OCCCOc2cccc(NC(=O)CBr)c2)c1	103	95	89	101	/	90	101	108
COc1ccc(NC(=O)c2sc3nc(C(C)C)ccc3c2N)cc1	59	93	61	45	43	93	55	94
COc1ccccc1NC(=O)NCN1CCOCC1	104	99	105	111	97	116	102	99
O=C1NC(=O)C(=Cc2cc(O)ccc2O)C(=O)N1	105	98	/	104	90	109	50	107
CCOC(=O)C(C(=O)OCC)C(C(=O)OCC)(C(=O)OCC)C(C(=O)OCC)C(=O)OCC	81	92	87	106	109	99	93	108
COc1ccc(-c2nc3ccc(-c4nnc(SCC(=O)Nc5ccc(/C(C)=N\O)cc5)o4)cc3[nH]2)cc1OC	102	94	132	97	102	105	91	109
CCN(CC)CCN1CNC(=S)NC1	106	102	97	104	/	99	98	114
Cc1cc(N(C)C)nc(Nc2ccc(NC(=O)Nc3ccccc3)cc2)n1	107	113	111	101	/	118	90	99
COc1cc2c(cc1-c1c(C)noc1C)ncc1nc(CN3CCOCC3)n([C@H](C)COC(F)F)c12	38	40	5.9*	20	50	17	44	59
CCC(=O)OC(C)CNC(=O)C(C)OC(=O)CC (stereo unspecified)	110	105	96	100	98	98	102	102
Cc1[nH]c(/C=C/C(=O)c2ccccc2)c(C)c1C(=O)NCC(F)(F)F	93	100	119	96	95	102	101	101
Clc1ccc(N2N=C(c3cccc(Nc4ccncc4)c3)CC2c2ccccc2)cc1 (stereo unspecified)	94	-55*	68	94	83	92	96	90
CC(C)CN1CCC(=O)NC1=O	105	108	88	98	107	96	103	112
O=C(/C=C/c1cc2ccccc2[nH]1)CC(=O)/C=C/c1cc2ccccc2[nH]1	106	97	/	/	/	88	57	102
Nc1ccc(S(=O)(=O)O)c2cccc(S(=O)(=O)O)c12	101	109	113	108	102	106	88	128
COC(=O)[C@H]1CCCN1C(C(=O)NC(C)(C)C)c1c(C)c(-c2c(C)cc3c(C(C(=O)NC(C)(C)C)N4CCC[C@@H]4C(=O)OC)c(OC)c(OC)cc3c2OC)c(OC)c2cc(OC)c(OC)cc12 (stereo partly specified)	91	98	74	92	96	95	104	99
The results go on.
SMILES	A549/ATCC	M14	HOP-92	SK-MEL-5	EKVX	HOP-62	CCRF-CEM	SK-MEL-28
C=CCc1c(N(C)c2ccccc2)ncnc1-n1c(C)nc2ccccc21	80	102	66	88	97	86	92	114
CCOC(=O)n1cc(-c2nonc2-c2cn(C(=O)OCC)c3ccc(OC)cc23)c2cc(OC)ccc21	95	107	102	97	95	106	100	101
Cc1nc2ccccc2[nH]c1=S	109	103	108	100	87	97	107	111
CCCCCCCCSCCO	/	110	/	102	/	97	/	108
O=C(Nc1cccc(C(F)(F)F)c1)OC1CC2CC1C1CC3OC3C21 (stereo unspecified)	90	103	100	96	/	105	84	103
COc1cc(C)cc(C#N)c1O	106	100	54	99	91	/	115	107
Cn1cnc2nc[nH]c2c1=O	105	112	101	102	123	103	/	107
CCCCCCCCCCCCCCCC(=O)NCCOC(C)=O	101	105	98	103	/	100	/	103
O=S(=O)(c1ccc(N/N=C\c2ccc(Cl)c(Cl)c2)cc1)c1ccc(N/N=C/c2ccc(Cl)c(Cl)c2)cc1	/	102	89	104	101	105	100	112
COc1cc(-c2nc3ccc(F)cc3s2)ccc1NC(=O)/C=C/c1cc(OC)c(OC)c(OC)c1	88	93	/	80	90	98	94	101
C=CC(COC(c1ccccc1)(c1ccccc1)c1ccccc1)N(CC)CC (stereo unspecified)	63	9.5*	76	/	76	62	59	59
NCC(=O)NC(CO)C(=O)O (stereo unspecified)	98	109	81	99	92	95	83	111
Cc1nc2ccc(Cl)cc2n1C	103	106	105	100	/	/	95	117
N/C(=N\C(N)=N\c1nc2ccccc2s1)c1ccc(I)cc1	54	112	/	100	81	91	92	102
O=C(O)c1ccc(-c2nn(-c3ccc(C(=O)O)cc3)cc2/C=N/NC(=O)c2ccncc2)cc1	104	83	92	103	99	98	103	103
CCN(CC)CC(Cc1ccccc1)OC(=O)c1ccccc1 (stereo unspecified)	97	108	/	114	94	109	120	107
NS(=O)(=O)c1ccc(NC(=O)Nc2nnc(-c3ccc(F)cc3)s2)cc1	99	111	94	103	124	110	114	120
COc1cc(CNC(=O)c2ccccc2)ccc1OCC(=O)NO	100	96	94	100	90	94	106	111
N#Cc1c(-c2ccc(C(F)(F)F)cc2)cc(N2CC(O)C2)n2c1nc1ccccc12	48	81	-3.0*	68	64	7.8*	102	60
COc1cc(-c2ncc(-c3ccccc3)[nH]2)ccc1O	100	115	/	99	120	89	41	92
CCCCCCCN(CCCCCCC)CC(O)c1ccc2ccc3ccc(Cl)cc3c2c1 (stereo unspecified)	81	93	/	103	95	91	96	104
Cc1cc(C)c(C)c(C(=O)O)c1C	100	93	87	96	100	97	/	101
CCOC(=O)n1cc(-c2nonc2-c2cn(C(=O)OCC)c3ccc(OC)cc23)c2cc(Br)ccc21	83	83	70	96	84	77	85	112
O=C1NC(=O)[C@@H]2CC=CC[C@H]12	98	103	/	106	98	98	103	108
Cc1ccc2c(n1)C(=O)C(Br)=C(c1ccc([N+](=O)[O-])cc1)C2=O	102	96	93	88	94	86	/	95

Seven records picked at random from those above, as already listed:
SMILES	A549/ATCC	M14	HOP-92	SK-MEL-5	EKVX	HOP-62	CCRF-CEM	SK-MEL-28
CCCCCCCCCCCCCCCC(=O)NCCOC(C)=O	101	105	98	103	/	100	/	103
N#Cc1c(-c2ccc(C(F)(F)F)cc2)cc(N2CC(O)C2)n2c1nc1ccccc12	48	81	-3.0*	68	64	7.8*	102	60
NCC(=O)NC(CO)C(=O)O (stereo unspecified)	98	109	81	99	92	95	83	111
CCOC(=O)n1cc(-c2nonc2-c2cn(C(=O)OCC)c3ccc(OC)cc23)c2cc(OC)ccc21	95	107	102	97	95	106	100	101
CCCCCCCCSCCO	/	110	/	102	/	97	/	108
COc1cc(C)cc(C#N)c1O	106	100	54	99	91	/	115	107
CCOC(=O)n1cc(-c2nonc2-c2cn(C(=O)OCC)c3ccc(OC)cc23)c2cc(Br)ccc21	83	83	70	96	84	77	85	112

A draw from above in order of formula weight, ascending.
SMILES	A549/ATCC	M14	HOP-92	SK-MEL-5	EKVX	HOP-62	CCRF-CEM	SK-MEL-28
Cc1nc2ccccc2[nH]c1=S	109	103	108	100	87	97	107	111
CCN(CC)CC(Cc1ccccc1)OC(=O)c1ccccc1 (stereo unspecified)	97	108	/	114	94	109	120	107
Cc1ccc2c(n1)C(=O)C(Br)=C(c1ccc([N+](=O)[O-])cc1)C2=O	102	96	93	88	94	86	/	95

Following part:
SMILES	A549/ATCC	M14	HOP-92	SK-MEL-5	EKVX	HOP-62	CCRF-CEM	SK-MEL-28
C=C(C)[C@@H]1C[C@H](O)Cc2cc(Cl)cc(Cl)c2N1	94	110	/	102	84	97	103	114
CCCn1nc(C(=O)N2CCCCC2)c2c1CCC(NCCc1ccncc1)C2 (stereo unspecified)	77	99	110	105	95	99	114	108
Cc1ccc(COc2ccc(NC(=O)Nc3ccc(Cl)c(C(F)(F)F)c3)cc2)cc1	65	93	/	80	63	98	61	94
CCOC(=O)c1c(C)oc2ncnc(N3CCN(C(=O)COc4ccccc4)CC3)c12	96	96	81	92	87	94	97	99
COc1ccc(S(=O)(=O)Nc2ccc(OCc3nnc(-c4ccc(Cl)cc4)o3)c(F)c2)cc1	47	78	61	16	/	74	55	84
CCNc1nc(-c2ccc(Cl)c(OC)c2)c(-c2ccnc(NCCCNS(=O)(=O)c3ccc(Cl)cc3)n2)s1	45	23	21	48	75	62	32	39
Nc1nc(C(=O)N/N=C/c2ccc(O)cc2)nn1-c1ccc(S(N)(=O)=O)cc1	96	98	79	95	98	91	97	106
O=C(/C(=C\c1ccccc1)CBr)c1ccccc1	/	96	/	99	/	115	/	97
CC1CN(C2CCCCC2)C(=S)N(c2ccccc2)C1=O (stereo unspecified)	102	108	93	104	101	94	94	114
Cc1ccc(S(=O)(=O)/C(C#N)=C/NC(=S)Nc2ccc(S(N)(=O)=O)cc2)cc1	90	102	90	100	109	96	96	113
CC(=O)O[C@@H]1C[C@H](C)CC[C@H]1C(C)C	100	/	/	101	110	94	123	105
O=C(Cc1ccc(Cl)cc1)c1ccccc1	104	103	/	105	121	107	96	122
COc1ccc(C(=O)COc2ccc3c(c2)O/C(=C\c2ccccc2)C3=O)cc1	98	114	90	94	101	125	161	51
[O-][n+]1onc(-c2ccccc2)c1Nc1ccccc1Br	95	99	76	98	87	88	114	101
COc1ccc(-c2nnc(/C=C/c3cn(-c4ccccc4)nc3-c3ccccc3)o2)cc1	75	95	97	101	102	94	97	108
N#CCCCc1cn(-c2ncc(-c3ccc(C(F)(F)F)cc3)c(NC3CCCCCC3)n2)nn1	67	90	/	78	/	111	87	106
c1ccc2c(Nc3cccc4ccccc34)cccc2c1	48	30	28	71	78	56	60	62
CC1(C)CC[C@]2(C(=O)O)CC[C@]3(C)C(=CCC4[C@@]5(C)C[C@@H](O)[C@@H]6OC(c7ccc([N+](=O)[O-])cc7)OC[C@@]6(C)C5CC[C@]43C)C2C1 (stereo partly specified)	69	95	95	95	83	100	79	106
N=c1c2cc(-c3ccccc3)oc2ncn1NC(=O)c1cccnc1	97	97	87	99	87	97	106	100
O=c1oc2cc(NCCO)ccc2cc1-c1nc2ccccc2[nH]1	80	75	/	64	/	75	27	85
Cc1ccc(C(C)(C)O)cc1	102	101	/	99	/	102	105	108
CC1COc2c(N3CCN(C)CC3)c(F)cc3c(=O)c(C(=O)N/N=C/c4cc[nH]c4)cn1c23 (stereo unspecified)	-5.9*	-80*	28	25	33	38	-36*	57

An excerpt of these results, bar-delimited.
Molecule | A549/ATCC | M14 | HOP-92 | SK-MEL-5 | EKVX | HOP-62 | CCRF-CEM | SK-MEL-28
CCCCCCCN(CCCCCCC)CC(O)c1ccc2ccc3ccc(Cl)cc3c2c1 (stereo unspecified) | 81 | 93 | / | 103 | 95 | 91 | 96 | 104
Cc1cc(C)c(C)c(C(=O)O)c1C | 100 | 93 | 87 | 96 | 100 | 97 | / | 101
CCOC(=O)n1cc(-c2nonc2-c2cn(C(=O)OCC)c3ccc(OC)cc23)c2cc(Br)ccc21 | 83 | 83 | 70 | 96 | 84 | 77 | 85 | 112
O=C1NC(=O)[C@@H]2CC=CC[C@H]12 | 98 | 103 | / | 106 | 98 | 98 | 103 | 108
Cc1ccc2c(n1)C(=O)C(Br)=C(c1ccc([N+](=O)[O-])cc1)C2=O | 102 | 96 | 93 | 88 | 94 | 86 | / | 95
C=C(C)[C@@H]1C[C@H](O)Cc2cc(Cl)cc(Cl)c2N1 | 94 | 110 | / | 102 | 84 | 97 | 103 | 114
